Screens as filed in PubChem BioAssay.
XiGFP reactiv – activators of X-chromosome reactivation in mouse fibroblasts. XiGFP mouse fibroblasts, % GFP-positive cells imaging, 3 d; cells co-treated with 5-aza-dC sensitizer; scaled so ellipticine positive control = 100%. activation, % at 7.58 µM. 360,000 tested, 0.055% active;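 active = mean normalized replicate activation at least 10% and every replicate at or above 10%; inconclusive = only one of the two criteria met; inactive = mean below 10% and not all replicates reach 10%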;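 note: 0% = median of on-plate neutral control wells and 100% = ellipticine 6 µM median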
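System: 68-5-11 XiGFP fibroblast line | Buffer or medium: DMEM containing 5-aza-dC | Compound: Single point | Times: Compounds 3 days, fix/stain 15 min at room temperature | Benchmarks: Positive control ellipticine, 6 µM final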
esBAF inh – inhibitors of esBAF chromatin remodeling in mouse ES cells | Bmi1-luciferase knock-in reporter, 24 h; 100% = twice the neutral-well signal | reporter increase, % at 12.5 µM | 350,000 tested, 2% active | AID 602393; in the data active = activation above about 40%; inconclusive = no clear call, values can overlap the other calls;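 note: 0% = median of the plate's neutral control wells and 100% = double that signal; a rise in the Bmi1 reporter signal indicates esBAF inhibition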
RAD52 anneal inh – blocks human RAD52 DNA annealing; P43351; recombinant RAD52 DNA annealing, FRET fluorescence; inhibition, % at 18.7 µM; 360,000 tested, 0.46% active;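 active = every replicate showing at least 50% inhibition; inconclusive = mean inhibition at least 50% but not in every replicate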
S100A4 MyoIIA – inhibitors of human S100A4 binding to myosin IIA peptide | P26447 | S100A4/TAMRA-MyoIIA peptide fluorescence polarization | inhibition, % at 10.7 µM | 360,000 tested, 0.14% active;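 active = mean inhibition of at least 70% across replicates, with every replicate also reaching that level; inconclusive = mean inhibition reaches 70% but some replicates fall short; inactive = mean inhibition below 70%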
Target sequence (P26447 whole entry, looked up): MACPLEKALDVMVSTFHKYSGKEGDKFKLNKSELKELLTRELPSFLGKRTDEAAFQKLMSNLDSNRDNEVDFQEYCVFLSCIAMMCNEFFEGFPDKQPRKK
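incubation = readout 5 min after mixing, signal stable up to 60 min | system = S100A4 monomer protein | buffer or medium = HEPES pH 7.2 with CaCl2, KCl, NaCl, DTT, Triton | benchmarks = neutral control DMSO, positive control TFP | also added = fluorescent myosin IIA peptide, 5 nM | compound dosing = one concentration per compound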
E-sel inducer – induces E-selectin expression in human endothelial cells | P16581 | HUVEC E-selectin immunofluorescence imaging; normalized: neutral wells 0, TNF-alpha wells 100 | activation, % at 7.58 µM | 260,000 tested, 0.37% active | AID 686992;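 active = mean E-selectin-positive cell signal at least 10% of the positive control, reached in at least 60% of replicates, without over 20% cell loss; inconclusive = no rule given, readout overlaps actives, possibly toxicity-flagged; inactive = the rest, including those meeting only one limit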;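 note: in these data hits start at about 27%; measured in HUVEC primary endothelial cells; signal is the percent of cells scored E-selectin positive by PE staining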
Target sequence (P16581 whole entry, looked up): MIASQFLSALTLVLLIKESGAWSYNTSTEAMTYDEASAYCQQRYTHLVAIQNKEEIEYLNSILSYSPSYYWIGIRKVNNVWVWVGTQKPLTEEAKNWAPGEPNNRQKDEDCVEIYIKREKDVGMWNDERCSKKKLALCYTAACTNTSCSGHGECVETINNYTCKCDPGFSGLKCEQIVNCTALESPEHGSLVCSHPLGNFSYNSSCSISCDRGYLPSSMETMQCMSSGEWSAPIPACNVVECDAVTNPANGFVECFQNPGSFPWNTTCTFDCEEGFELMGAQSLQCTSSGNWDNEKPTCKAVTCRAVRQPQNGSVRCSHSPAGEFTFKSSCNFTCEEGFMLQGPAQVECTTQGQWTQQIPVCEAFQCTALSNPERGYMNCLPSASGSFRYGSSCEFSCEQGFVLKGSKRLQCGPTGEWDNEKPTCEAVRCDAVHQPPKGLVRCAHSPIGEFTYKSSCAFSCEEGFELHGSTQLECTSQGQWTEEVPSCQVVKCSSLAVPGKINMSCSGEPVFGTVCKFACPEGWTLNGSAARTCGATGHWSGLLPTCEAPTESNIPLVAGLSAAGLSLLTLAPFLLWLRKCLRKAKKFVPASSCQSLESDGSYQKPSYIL
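Test system: HUVEC; input: 3,000 HUVEC/well; measured by: immunofluorescence imaging; read-out: % PE-positive cells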
FN deposition inh – fibronectin deposition inhibition; AH1F fibroblasts, Alexa488-fibronectin deposition fluorescence, overnight; inhibition, % at 12.6 µM; 350,000 tested, 0.086% active; AID 743247;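 active = mean inhibition across replicates of 30% or more, regardless of how many single replicates reach that level; inconclusive = mean under 30% yet at least half of replicates reach 30%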;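 note: positive control wells lacked labelled fibronectin entirely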
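Material: AH1F fibroblast monolayer depositing Alexa488-labelled fibronectin into matrix / Amount: 10000 AH1F cells per well / Signal: fluorescence 485/525 nm / Medium: DMEM, 2% serum / Compound: single dose, pinned / Incubation: 1 h cell adhesion before compound, then overnight fibronectin incubation / Reagent: Alexa488-FN, 24 nM final / Read-out: inhibition of fibronectin deposition signal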
EWS-Fli inh – EWS/Fli transcriptional activity inhibition. A673 NR0B1-luciferase reporter, viability-normalised. inhibition, % at 12.6 µM. 350,000 tested, 0.67% active. AID 651661;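 active = mean inhibition of at least 50% after viability correction, with every replicate also passing that limit; inconclusive = mean reaches 50% but only one of two replicates passes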;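 note: firefly luciferase signal divided by Alamar Blue viability fluorescence both relative to DMSO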
RAD54 branch – inhibitors of human RAD54 branch migration; Q92698; RAD54 Holliday junction branch migration, FAM/BHQ fluorescence; inhibition, % at 10.4 µM; 360,000 tested, 0.14% active;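 active = mean normalized replicate activity at least 40 and at least half of replicates scoring 40 or more; inconclusive = only one of the two criteria met; inactive = mean below 40 and under half of replicates reaching 40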;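 note: 0% = median of neutral control wells and 100% = median of positive control wells; inhibitors cause a drop in the FAM fluorescence signal; in these data hits start at about 50%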
* marks the source's active call; other numbers are inactive results; ? = inconclusive; . = not tested or not shown.

SMILES	XiGFP reactiv	esBAF inh	RAD52 anneal inh	S100A4 MyoIIA	E-sel inducer	FN deposition inh	EWS-Fli inh	RAD54 branch
O=C(CC1C(=O)NCCN1C(=O)Nc1ccccc1)Nc1cccc(Cl)c1 (stereo not given)	0.5	5.9	-8.4	-1.7	0.9	1.4	-35.4	.
CCCCC(=O)Nc1nc2c(OC)ccc(OC)c2s1	-0.1	-14.3	-14.4	1.9	-0.1	-8.7	2.5	-9.7
COc1cc(-c2c(CCO)sc3ccccc23)cc(OC)c1OC	0.2	.	-3.9	0.4	1.4	.	56.4*	.
CNC(=S)NNc1nncc2ccccc12	0.1	-2.0	-19.7	-3.8	.	.	-0.1	2.1
CCOc1ccc(S(=O)(=O)N2CCCCC2)cc1NC(=O)c1cccnc1OCC	0.0	-15.1	-10.2	-2.3	0.9	-3.3	18.9	2.3
N#CC1=C(S)N(c2ccccc2)C(c2ccc(-c3ccc(Cl)c(Cl)c3)o2)NC1=O (stereo not given)	2.4	0.5	-35.9	-9.6	.	-8.5	-16.9	.
COc1ccccc1NC(=O)CSc1nnc(-c2ccco2)n1N	0.0	0.4	-6.1	6.6	.	-15.2	.	-4.9
CCCCCc1c(-c2ccc(F)cc2F)ncn1CCc1ccccc1OC	-0.1	.	-5.9	-5.5	0.0	3.4	28.2	.
COc1ccc(-c2ccc3c(c2)[C@@H]2[C@@H](CCN2C(=O)c2cccc(F)c2)[C@@H](CO)N3)cc1	0.1	-2.3	-43.0	-5.4	-0.1	18.3	7.1	-1.0
Cc1cccc(C)c1NC(=O)/C(C#N)=C/c1ccc(-c2ccc(C(=O)O)cc2)o1	0.1	127.6*	-28.0	1.8	.	-6.0	-66.6	-1.0
C[C@@H]1CN([C@H](C)CO)C(=O)c2c(c3ccccc3n2C)-c2ccccc2CO[C@@H]1CN(C)Cc1ccc(Oc2ccccc2)cc1	-0.2	.	9.6	10.4	-3.3	1.2	0.7	.
CCOC(=S)SCC(=O)N1CCc2cc(OC)ccc2C1C1C(=O)CCCC1=O (stereo not given)	0.2	.	-12.2	-2.0	.	0.9	-2.1	-8.3
COc1ccc(C(=O)C2C(c3ccc(-c4ccccc4[N+](=O)[O-])o3)NC(=O)NC2(O)C(F)(F)F)cc1 (stereo not given)	0.0	.	6.6	-3.7	.	-0.4	-8.3	.
O=C(Nc1cccc(Cl)c1)N[C@H]1CC[C@@H](CCn2cc(Cc3ccccc3)nn2)O[C@H]1CO	0.3	7.7	-7.8	-7.5	0.1	1.3	6.5	-1.7
O=C(C[n+]1cccc2ccccc21)c1ccc(Br)cc1	0.0	?	-3.7	-3.4	0.1	-1.5	-4.0	-9.3
Cc1ccc(CSc2nc3ccccc3c(=O)[nH]2)cc1	0.4	24.9	-4.1	10.2	.	.	-37.2	6.7
COc1ccc(CCC(=O)Nc2ccc(S(=O)(=O)Nc3nccc(C)n3)cc2)cc1	0.2	-2.0	-36.5	-2.0	.	5.3	-10.0	-0.5
C[C@@H]1CN([C@H](C)CO)C(=O)c2cc(NC(=O)c3ccccc3)ccc2O[C@@H](C)CCCCO[C@H]1CN(C)Cc1ccc(C(=O)O)cc1	-0.1	-3.0	-9.9	-6.9	-0.1	-4.2	-1.5	0.8
Cc1ccc(-c2noc(CCC(=O)NCc3ccccc3CN3CCOCC3)n2)cc1	0.0	-8.9	-7.4	7.0	.	2.1	1.6	3.2
CN(CC(=O)Nc1ccccc1C(F)(F)F)C(=O)Cc1ccc(S(=O)(=O)N2CCOCC2)s1	0.5	-4.1	0.2	0.4	-0.1	1.6	7.3	.
C[C@@H]1CN([C@@H](C)CO)C(=O)c2cccc(NC(=O)Nc3ccc(F)cc3)c2O[C@@H]1CN(C)C	-0.1	-4.9	15.0	3.1	0.0	12.5	0.6	7.4
Cc1nc(N2CCN(Cc3ccc4c(c3)OCO4)CC2)c2oc3ccccc3c2n1	0.1	-6.4	5.5	17.7	-1.1	13.7	45.8	-2.6
CCc1ccc(NC(=O)CCC(=O)Nc2nnc(C(F)(F)F)s2)cc1	0.2	32.4	-9.1	0.3	.	-21.2	-19.3	5.7
C[C@@H]1CCCCO[C@@H](CN(C)CC2CCCCC2)[C@H](C)CN([C@@H](C)CO)C(=O)c2cc(NC(=O)c3ccncc3)ccc2O1	-0.1	3.0	8.2	-13.1	-0.1	.	.	15.0
O=C(COc1ccc2ccc(=O)oc2c1)Nc1ccc(CCO)cc1	0.1	3.8	-16.5	-4.0	0.0	-1.1	.	0.1
CC(C)c1ccccc1-n1c(-c2cccnc2)n[nH]c1=S	0.2	.	-15.1	-0.4	-1.3	-11.2	9.5	.
COCCSc1nnc(NC(=O)c2ccc([N+](=O)[O-])cc2)s1	0.3	.	-10.3	40.5	-0.1	4.5	-11.1	.
Cc1ccc(C(C(=O)NCc2ccccc2)N(C(=O)c2csnn2)c2cccc3ccccc23)o1 (stereo not given)	.	7.5	.	.	1.2	-2.6	.	-8.2
Cc1ccc(/C=C/C(=O)OCC(=O)NC(=O)NCc2ccco2)cc1	-1.1	-1.3	-9.8	-3.0	-0.1	-3.5	4.2	0.1
COCC(=O)N(C)C[C@H]1Oc2cc(C#CCC3CCCC3)ccc2S(=O)(=O)N([C@H](C)CO)C[C@@H]1C	0.1	0.9	7.4	-0.7	0.1	.	11.9	-3.4
CCC(=O)Nc1ccc2c(c1)OC[C@H](C)N(C(=O)CC)C[C@@H](C)[C@@H](OC)CN(C)C2=O	0.0	3.2	.	.	-0.3	6.4	-0.3	.
CNC(=O)C[C@H]1CC[C@@H]2[C@H](COc3ccc(NC(=O)c4cccc(OC)c4)cc3C(=O)N2C)O1	0.1	-1.5	-0.1	-0.1	0.1	9.1	-0.9	-2.1
COC(=O)[C@@H]1C[C@@H](C(=O)O)[C@H](C)C1(C)C	-0.7	-1.8	-3.9	2.1	0.3	5.7	-0.4	-17.7
COc1ccc(OC)c(-c2csc(N(Cc3ccco3)C(=O)c3ccco3)n2)c1	0.0	-5.9	-9.7	6.4	-2.2	-2.4	3.3	-3.9
COc1ccc2c3c(n(C)c2c1)[C@@H](CO)N(C(=O)Cc1ccccc1)CC31CCN(C)CC1	0.3	.	-0.9	4.7	-0.4	.	-2.1	.
O=C(Nc1ccc(Cl)c(S(=O)(=O)N2CCCCC2)c1)c1ccco1	0.0	10.2	-98.3	-2.1	-0.4	-2.3	-1.2	-6.1
COc1ccc(C#Cc2cnc3c(c2)C(=O)N([C@H](C)CO)C[C@H](C)[C@H](CN(C)Cc2ccncc2)O3)cc1OC	-0.5	0.4	6.1	-69.2	-0.1	2.5	-4.8	-2.8
CSC1=NCCN1C(=O)c1ccc(S(=O)(=O)N2CCCCC2)cc1	0.2	2.6	-18.0	-0.9	?	12.2	-1.1	-1.7
Cc1ccc(S(=O)(=O)N2CCOCC2)cc1NC(=O)COC(=O)CCc1c[nH]c2ccccc12	0.0	-3.1	-19.0	-1.1	0.0	3.8	9.4	3.9
CC(=O)Nc1ccc2c(COC(=O)[C@H](C)N3C(=O)C4CCCCC4C3=O)cc(=O)oc2c1 (stereo not given in full)	.	-3.3	-29.4	1.3	0.0	4.2	-12.6	-1.1

Profiles from above. Order of screens: XiGFP reactiv	esBAF inh	RAD52 anneal inh	S100A4 MyoIIA	E-sel inducer	FN deposition inh	EWS-Fli inh	RAD54 branch
C[C@@H]1CN([C@@H](C)CO)C(=O)c2cccc(NC(=O)Nc3ccc(F)cc3)c2O[C@@H]1CN(C)C as listed: -0.1	-4.9	15.0	3.1	0.0	12.5	0.6	7.4
CC(C)c1ccccc1-n1c(-c2cccnc2)n[nH]c1=S as listed: 0.2	.	-15.1	-0.4	-1.3	-11.2	9.5	.
Cc1ccc(C(C(=O)NCc2ccccc2)N(C(=O)c2csnn2)c2cccc3ccccc23)o1 (stereo not given) as listed: .	7.5	.	.	1.2	-2.6	.	-8.2
Cc1nc(N2CCN(Cc3ccc4c(c3)OCO4)CC2)c2oc3ccccc3c2n1 as listed: 0.1	-6.4	5.5	17.7	-1.1	13.7	45.8	-2.6

Marked active in esBAF inh (from the list above):
SMILES | esBAF inh | RAD52 anneal inh | S100A4 MyoIIA
Cc1cccc(C)c1NC(=O)/C(C#N)=C/c1ccc(-c2ccc(C(=O)O)cc2)o1 | 127.6* | -28.0 | 1.8

Additional entries:
SMILES	XiGFP reactiv	esBAF inh	RAD52 anneal inh	S100A4 MyoIIA	E-sel inducer	FN deposition inh	EWS-Fli inh	RAD54 branch
COc1ccc2c3c([nH]c2c1)[C@H](CO)N(C(=O)CC1CC1)CC31CN(C(=O)c2ccccc2)C1	0.2	.	-0.6	-0.4	0.1	.	0.4	.
COc1ccc(S(=O)(=O)Nc2ccc3c(c2)C(=O)N([C@H](C)CO)C[C@H](C)[C@H](CN(C)S(=O)(=O)c2c(C)noc2C)OCCCC[C@@H](C)O3)cc1	0.0	-0.6	-8.8	8.8	.	-0.2	1.5	0.6
COc1ccc2nc(Nc3nc4cc5c(cc4s3)OCCO5)sc2c1	0.0	25.6	-8.7	-3.9	-0.8	-2.5	1.2	.
CN(C)CC#Cc1ccc([C@@H]2[C@H]3CN(C(=O)c4cccc(F)c4)CC(=O)N3[C@H]2CO)cc1	0.0	.	1.6	-2.2	-0.1	.	0.4	.
Cc1cccc(NC(=O)C(=O)NCCCc2ccccc2)c1	-0.1	.	-13.4	-3.7	0.0	0.9	-69.6	.
CC(C)CC#Cc1ccc([C@@H]2[C@@H](CO)N3CCCCN(C(=O)c4ccc5c(c4)OCO5)C[C@@H]23)cc1	-0.1	.	-15.0	-0.2	-0.6	.	2.2	0.1
C/C=C/c1cnc2c(c1)C(=O)N([C@H](C)CO)C[C@H](C)[C@@H](CN(C)C(=O)NC1CCCCC1)O2	0.0	0.8	-1.5	3.5	0.1	-10.2	-6.5	-1.0
CC1=C(C(=O)N2CCOCC2)CC(CC(=O)NCCN2CCOCC2)C(=O)N1CCC1=CCCCC1 (stereo not given)	0.2	2.3	-12.0	0.7	-3.1	-3.2	-5.0	-2.9

An excerpt from above in order of their number in S100A4 MyoIIA, high to low:
compound | S100A4 MyoIIA
CC(C)CC#Cc1ccc([C@@H]2[C@@H](CO)N3CCCCN(C(=O)c4ccc5c(c4)OCO5)C[C@@H]23)cc1 | -0.2
COc1ccc2c3c([nH]c2c1)[C@H](CO)N(C(=O)CC1CC1)CC31CN(C(=O)c2ccccc2)C1 | -0.4
COc1ccc2nc(Nc3nc4cc5c(cc4s3)OCCO5)sc2c1 | -3.9

Not a hit list; any-hit rate near 3%.
